High-throughput results as filed in PubChem.
Nrf2 ARE act: Nrf2 pathway activation | AREc32 ARE-luciferase reporter (MCF7-derived line), luminescence, 24 h | Potency, µM (series often up to 46.1 µM), inactives show top-dose activation, usual class: activators | 410,000 compounds, 0.31% hits; also: % of control where 0% means no effect; nearly all actives have a fitted effect of over 65% in size
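Luminescent ARE reporter assay in AREc32_Fluc cells: overnight plating at 37 deg C, 24 hr compound incubation, Steady-Glo added, 30 min RT before reading.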
TGFb inhibitor: blocks TGF-b signaling. HepG2 CAGA-GFP TGF-b/SMAD3 reporter, GFP fluorescence, 18 h; TGF-beta stimulated, 500 pg/mL final. Potency, µM (top dose mostly 46.1 µM), without a hit: top-dose activity, negative = inhibition, actives largely listed as inhibitors. 410,000 compounds, 1.2% hits; also: % is scaled to controls: 0 for no effect and ±100 for the full control effect; nearly all actives have a fitted effect of over 65% in size
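Read-out: total well GFP (ex488/em500-530) summed from mean per-cell fluorescence. Cells: HEPG2 CAGA-GFP, 1% FBS DMEM, 18 h at 37 degrees C with 500 pg/mL final TGF-beta. Unstimulated wells served as the full-inhibition control; stimulated DMSO wells = 0%.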
MCF10A rereplic: inducers of DNA re-replication in MCF 10A breast cells; Potency, µM (highest dose often 46.1 µM), without a hit: top-dose activity, positive = re-replication, usual class: activators; 350,000 compounds, 2.9% hits; MCF 10A DNA re-replication, Hoechst nuclear intensity, 48 h; AID 624296; also: % of control where 0% means no effect; nearly all actives have a fitted effect of over 50% in size
A549 tox: kills or reduces viability of A549 cells in Nrf2 counter-screen | Potency, µM (top dose mostly 46 µM), without a hit: top-dose activity change, negative = cytotoxicity, most hits filed as inhibitors | AID 504648 | 390,000 compounds, 0.16% hits | A549 ARE-Fluc cells, CellTiter-Fluor viability, 18-24 h; also: % is scaled to controls: 0 for no effect and ±100 for the full control effect
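Cytotoxicity counterscreen: CellTiter-Fluor fluorescence was measured in A549 ARE_Fluc cells after 18-24 h of compound exposure in a concentration series. The subsequent BugLite luminescent read reports ARE-luciferase activity.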
Nrf2 block: blocks Nrf2 signaling. A549 ARE-Fluc reporter, luciferase luminescence, 18-24 h. Potency, µM (titrated, usually from 46 µM), inactives show top-dose activity change, negative = inhibition, most hits filed as inhibitors. 360,000 compounds, 2.1% hits; also: % is scaled to controls: 0 for no effect and ±100 for the full control effect; nearly all actives have a fitted effect of over 60% in size
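A549 ARE_Fluc cells, 5000/well, 5% FBS OPTI-MEM; compounds in dose-response, 18-24 h at 37 °C/5% CO2; CellTiter-Fluor viability read (Ex 405/Em 525), then BugLite luciferase luminescence = Nrf2 activity.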
HepG2 viability: HepG2 cytotoxicity, counter-screen for TGF-b inhibitors | HepG2 CAGA-GFP viability, ATP luminescence, 18 h | Potency, µM (series often up to 46.1 µM), for the others: at the top dose activity change, negative = cytotoxicity, most hits filed as cytotoxic | 410,000 compounds, 0.76% hits; also: some results filed as inactive show a strong effect at the top dose
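CellTiter-Glo luminescence gave cytotoxicity after 18 hours at 37 degrees C. The cells were HepG2 CAGA-GFP in 1% FBS DMEM, stimulated with 500 pg/mL TGF-beta after compound addition. %Activity was normalised to no-cell wells (complete cell-killing) and DMSO (no toxicity), and curves were fitted and classified.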
S2 tox: reduces viability in counter-screen for ATXN expression inhibitors. S2 cells (HEK-293 line with an ATXN2-luciferase reporter) viability, CellTiter-Fluor protease fluorescence, 24 h. Potency, µM (titrated, usually from 56.7 µM), most hits filed as cytotoxic. 400,000 compounds, 0.49% hits. AID 651635; also: nearly all actives have a fitted effect of over 40% in size
ATXN2 expr inh: reduces ATXN2 reporter expression in HEK-293 cells | HEK-293 ATXN2-luciferase reporter, luminescence, 24 h | Potency, µM (series often up to 57 µM), without a hit: at the top dose activity change, negative = inhibition, usual class: inhibitors | 360,000 compounds, 0.72% hits; also: % is scaled to controls: 0 for no effect and ±100 for the full control effect; nearly all actives have a fitted effect of over 55% in size
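qHTS (up to 57 uM final) was run with 24 h compound exposure of reporter cells at 37 °C. Each well was multiplexed: SteadyGlo luminescence measured ATXN2-luciferase expression after a fluorogenic Gly-Phe-AFC viability readout (25 uM final).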
EPAC2 antag: blocks human EPAC2 exchange factor; 360,000 compounds, 0.18% hits; Potency, µM (titrated, usually from 114 µM), for the others: at the top dose activity, negative = inhibition, hits mostly inhibitors; EPAC2 GEF exchange of Rap1B-BODIPY-GDP, fluorescence; Q8WZA2; also: % is scaled to controls: 0 for no effect and ±100 for the full control effect; nearly all actives have a fitted effect of over 45% in size; many of its hits are not listed in these tables
Target sequence (Q8WZA2 whole entry, looked up): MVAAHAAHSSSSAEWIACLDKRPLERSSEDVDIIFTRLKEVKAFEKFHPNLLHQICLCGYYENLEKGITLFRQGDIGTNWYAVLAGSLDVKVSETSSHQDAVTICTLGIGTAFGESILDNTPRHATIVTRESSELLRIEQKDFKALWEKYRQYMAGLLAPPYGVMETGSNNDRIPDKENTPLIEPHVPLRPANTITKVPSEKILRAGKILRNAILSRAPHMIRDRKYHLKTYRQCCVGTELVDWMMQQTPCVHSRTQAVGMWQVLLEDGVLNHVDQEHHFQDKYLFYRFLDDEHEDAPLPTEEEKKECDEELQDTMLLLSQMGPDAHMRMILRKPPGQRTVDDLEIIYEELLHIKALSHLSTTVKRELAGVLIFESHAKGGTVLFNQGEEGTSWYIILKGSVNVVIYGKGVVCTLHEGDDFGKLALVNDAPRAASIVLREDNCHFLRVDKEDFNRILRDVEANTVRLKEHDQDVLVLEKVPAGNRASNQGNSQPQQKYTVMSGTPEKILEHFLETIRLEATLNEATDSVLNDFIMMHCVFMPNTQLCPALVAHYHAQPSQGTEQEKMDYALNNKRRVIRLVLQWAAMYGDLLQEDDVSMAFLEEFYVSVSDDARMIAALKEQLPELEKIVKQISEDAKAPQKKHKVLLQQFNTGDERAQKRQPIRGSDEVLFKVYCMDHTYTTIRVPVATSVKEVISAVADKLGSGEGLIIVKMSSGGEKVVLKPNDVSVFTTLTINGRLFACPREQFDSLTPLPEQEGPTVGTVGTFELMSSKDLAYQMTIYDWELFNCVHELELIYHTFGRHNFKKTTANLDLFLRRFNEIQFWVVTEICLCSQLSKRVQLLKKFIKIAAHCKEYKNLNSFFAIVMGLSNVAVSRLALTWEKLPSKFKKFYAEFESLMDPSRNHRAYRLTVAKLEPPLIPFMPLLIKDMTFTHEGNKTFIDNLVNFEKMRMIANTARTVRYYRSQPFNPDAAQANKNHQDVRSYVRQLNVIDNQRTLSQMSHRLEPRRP
An asterisk follows results filed as active; i = inactive; ? = inconclusive; / = no result given; [ ] = another dose, or the depositor's remark. Calls follow the shape of the dose curve; as a rule, active = well fitted curve in the direction sought with a large enough effect; inconclusive = small, poorly fitted or top-dose-only effect, or another doubt; inactive = no such curve, though single readings can be large; an effect the other way counts as inactive or inconclusive. Potency is read from the fitted curve at half-maximal effect.

SMILES	Nrf2 ARE act	TGFb inhibitor	MCF10A rereplic	A549 tox	Nrf2 block	HepG2 viability	S2 tox	ATXN2 expr inh	EPAC2 antag
O=C1CCCCC1CCc1ccncc1 (configuration not stated)	-0.2%	-18%	3%	0%	18%	1%	i	3%	11%
Oc1ccccc1C(=S)N1CCN(C(=S)c2ccccc2O)CC1	-0.8%	-5%	0%	5%	-11%	2%	i	/	-9%
O=C(c1ccccc1)N(Cc1ccc(F)cc1)Cc1nc2ccccc2c(=O)[nH]1	0.0%	?	?	-12%	7%	-43%	i	6%	3%
CC(C)NC(=O)Cn1c(=O)nc(-c2ccccc2)c2ccccc21	0.3%	1%	/	-11%	/	4%	/	/	/
COC(=O)c1ccccc1NC(=O)COC(C)=O	15%	20%	11%	-1%	25%	8%	i	0%	13%
CCOC(=O)CN1NC2(CCC(C(C)(C)C)CC2)NC1=S (configuration not stated)	-0.1%	4%	8%	7%	4%	-2%	i	8%	-8%
Cc1cccc(OCCCn2c(=O)oc3ccc(C)cc32)c1	-0.8%	-4%	12%	5%	-6%	0%	i	6%	-3%
O/N=C1\CC/C(=N\O)c2nn(-c3ccc(Cl)cc3Cl)nc21	0.5%	-2%	-1%	-9%	4%	-25%	?	13%	4%
Cc1cccc(C)c1NC(=O)CN(C)C(=O)Cc1cccc(C(F)(F)F)c1	-0.3%	21%	-9%	6%	22%	10%	i	-32%	16%
CCN1CCN(c2ncnc3sc(C(=O)Nc4ccccc4F)c(C)c23)CC1	7.7%	21%	2%	-1%	/	1%	i	-27%	8%
COc1cc(OC)cc(C(=O)NCc2ccc(-n3cccc3)cc2)c1	-0.6%	-6%	?	-10%	-17%	-4%	i	5%	7%
COc1ccc2c(c1)c1c(c(=O)n(-c3ccccc3)c(=O)n1CC(=O)Nc1ccc(F)cc1)n2C	-1.1%	-11%	/	-2%	?	-32%	i	3%	/
CC(=O)Nc1ccc(S(=O)(=O)N2CCN(c3cc4c(cc3[N+](=O)[O-])n(C)c(=O)n4C)CC2)cc1	4.0%	?	-3%	4%	16µM*	2%	i	49%[activator]	6%
COc1ccccc1CNC(=O)CN(Cc1ccc(Cl)cc1)S(C)(=O)=O	0.1%	3%	-4%	-1%	?	-26%	i	-10%[11.3 µM]	2%
Cc1ccc(NC(=O)c2ccc(NC(=O)N3CCSc4ncccc43)cc2)c(Cl)c1	0.4%	0%	/	-5%	-9%	-21%	/	/	/
COc1ccc(C(=O)N2CCN(S(=O)(=O)c3ccc(C)cc3C)CC2)cc1S(=O)(=O)N1CCOCC1	0.4%	-1%	0%	12%	?	1%	i	/	-1%
Cc1ccc(NC(=O)C(Cc2ccccc2)N2C(=O)C3C4CCC(C4)C3C2=O)cc1Cl (configuration not stated)	-0.1%	-23%	?	-23%	?	-16%	i	-26%	-8%
CCOC(=O)c1cn(Cc2ccc(C)cc2)c2cc(F)ccc2c1=O	-0.2%	-14%	14%	0%	?	-22%	i	-14%	-6%
Cc1cccc(N(C)S(=O)(=O)c2nnc(NC(=O)C3CCCCC3)s2)c1	-0.2%	-6%	/	13%	-12%	-2%	/	/	/
COc1ccc(NC(=O)CSc2nnc(NC(=O)C3CCC3)s2)c(OC)c1	0.3%	7%	-22%	-6%	-26%	-2%	i	2%	4%
Cc1nn(C)c(C)c1NC(=O)CCCSc1nc(-c2ccco2)cc(C(F)(F)F)n1	0.4%	?	-9%	-6%	?	-2%	?	-17%	1%
CC(=O)Nc1ccc(NC(=O)C(Cc2ccccc2)NC(=O)C2CCC(C)CC2)cc1 (configuration not stated)	0.1%	-11%	-7%	-6%	3%	-3%	i	-3%	10%
O=C(Nc1cc(-c2nc3cc(Cl)ccc3o2)ccc1Cl)c1ccco1	?	-2%	/	-6%	?	-8%	i	98%[activator]	/
COCCSc1ccccc1C(=O)Nc1ccc(S(=O)(=O)N2CCOCC2)cc1	-0.6%	-10%	-4%	-2%	-11%	2%	i	0%	-2%
O=[N+]([O-])c1cc2oc3c(c2c(C=NCc2ccncc2)c1O)CCCC3	3.2%	?	?	-12%	0%	-7%	i	-13%	-12%

Entries shown so far that contain a CF3 group:
SMILES	Nrf2 ARE act	TGFb inhibitor	MCF10A rereplic	A549 tox	Nrf2 block	HepG2 viability	S2 tox	ATXN2 expr inh	EPAC2 antag
Cc1cccc(C)c1NC(=O)CN(C)C(=O)Cc1cccc(C(F)(F)F)c1	-0.3%	21%	-9%	6%	22%	10%	i	-32%	16%
Cc1nn(C)c(C)c1NC(=O)CCCSc1nc(-c2ccco2)cc(C(F)(F)F)n1	0.4%	?	-9%	-6%	?	-2%	?	-17%	1%

Three compounds already listed, arranged by their value in Nrf2 ARE act, falling:
| smiles | Nrf2 ARE act |
| --- | --- |
| CCN1CCN(c2ncnc3sc(C(=O)Nc4ccccc4F)c(C)c23)CC1 | 7.7% |
| COc1ccc(NC(=O)CSc2nnc(NC(=O)C3CCC3)s2)c(OC)c1 | 0.3% |
| COCCSc1ccccc1C(=O)Nc1ccc(S(=O)(=O)N2CCOCC2)cc1 | -0.6% |

The results go on.
SMILES	Nrf2 ARE act	TGFb inhibitor	MCF10A rereplic	A549 tox	Nrf2 block	HepG2 viability	S2 tox	ATXN2 expr inh	EPAC2 antag
CC(NC(=O)COC(=O)c1cc(=O)c2ccccc2o1)c1ccccc1 (configuration not stated)	-0.5%	0%	0%	-14%	3%	-7%	i	-4%	-9%
COCc1cc(C)nc2sc(C(=O)Nc3ccccc3OC)c(N)c12	0.3%	-1%	?	2%	6%	-1%	/	2%	0%
N#C/C(=C\c1ccc(-c2cccc([N+](=O)[O-])c2)o1)C(=O)Nc1nc(-c2cccs2)cs1	7.0%	-9%	-1%	-8%	-5%	3%	i	/	0%
COc1ccc(Cl)cc1-c1nc(SCC(=O)NCC2CCCO2)n[nH]1 (configuration not stated)	?	-5%	-6%	1%	0%	-4%	i	-12%	0%
COc1ccc(C(=O)NCCS(=O)(=O)NC(C)c2ccccc2)cc1 (configuration not stated)	-0.6%	-17%	-4%	-4%	-16%	-4%	i	6%	3%
Cc1nc2ccc(S(=O)(=O)Nc3ccc(-c4nc5cccnc5s4)cc3)cc2s1	6.2%	-17%	6.5µM*	22%	13%	-8%	/	4%	3%
O=C(CCC(=O)c1cccs1)NCC(c1ccc(F)cc1)N1CCOCC1 (configuration not stated)	0.3%	-11%	3%	1%	3%	-11%	i	0%	17%
COC(=O)N/N=C/c1cc(Cl)c(OCc2ccc(F)cc2)c(OC)c1	-0.2%	6%	11%	-1%	-18%	7%	?	-25%	2%
Cc1ccc(C2=N/C(=C\c3cccnc3)C(=O)O2)cc1	-0.2%[9.22 µM]	0%	-2%	-3%	-1%	-2%	i	-16%	1%
O=C(N1CCOCC1)N1CCN(Cc2ccccc2)CC1	0.5%	7%	-1%	0%	-25%	2%	i	2%	3%
N/C(=N/O)c1nc(N2CCCCC2)nc(N2CCCCC2)n1	-0.2%	-12%	0%	-16%	1%	-6%	i	7%	10%
COc1ccc(/C=N/NC(=O)c2c(C)nc3ccc(Br)cn23)cc1OC	-0.2%	14%	?	0%	-3%	-3%	i	2%	-4%
CSc1cccc(NC(=O)CN2CCN(Cc3ccccc3C)S2(=O)=O)c1	3.5%	?	/	0%	?	-25%	/	/	/
Cc1occc1C(=O)NNC(=S)Nc1cccc([N+](=O)[O-])c1	2.0%	?	?	-1%	?	-22%	i	-5%	7%
Cc1ccc(C)c(S(=O)(=O)NC2CCS(=O)(=O)C2)c1 (configuration not stated)	-0.8%	1%	-1%	-5%	-26%	-7%	i	10%	-12%
COC(=O)CCC(=O)OC1(C)C(=O)C2=COC(c3ccc(OC)cc3)=CC2=C(Br)C1=O (configuration not stated)	6.0%	2%	?	-1%	23%	-2%	i	-12%	-27%
CCOC(=O)c1c(NC(=O)CSc2ncccn2)sc(C(=O)NC)c1C	-0.3%	-6%	22%	-3%	?	2%	i	-1%	0%
N#Cc1ccc(NC(=S)NCCN2CCOCC2)cc1	0.5%	-1%	0%	-1%	0%	-10%	i	-3%	8%
C=CCN(c1ccccc1)S(=O)(=O)c1cccc(C(=O)NNC(=O)c2ccccc2O)c1	-0.1%	-27%	-6%	1%	15%	-22%	i	-29%	-2%
O=C(Cn1cnc2cc([N+](=O)[O-])ccc2c1=O)Nc1ccccc1-c1ccccc1	4.8%	?	4%	-7%	0%	-6%	i	/	0%
COc1cc(OC)cc(C(=O)N[C@H](C(=O)OCC(=O)c2c[nH]c3ccccc23)C(C)C)c1	6.0%	0%	20%	-13%	-33%	-2%	i	-8%	-10%
Cc1ccc(NC2CCCN(C(=O)c3cn(C)c4ccccc34)C2)cc1C (configuration not stated)	0.0%	-3%	6%	-4%	?	-1%	i	-14%	8%
COc1ccc(OC)c2sc(N(CCN(C)C)C(=O)c3ccc4ccccc4c3)nc12	-0.7%	-9%	1%	2%	3%	-24%	i	-15%	-10%
Cc1c(NC(=S)N/C(=N/S(=O)(=O)c2ccccc2)c2ccccc2)c(=O)n(-c2ccccc2)n1C	0.0%	-3%	-4%	-4%	-9%	12%	i	6%	0%
O=C(NNS(=O)(=O)c1ccccc1)c1cccc([N+](=O)[O-])c1	0.3%	0%	?	-1%	-7%	1%	i	-19%	4%
O=C(CCn1nc(-c2ccc(Cl)cc2)c2ccccc2c1=O)Nc1cccnc1	2.6%	-2%	5%	-5%	?	-7%	?	-29%	-1%
CCn1c(CN2CCOCC2)nc2cc(NC(=O)c3ccc([N+](=O)[O-])cc3)ccc21	-1.2%	-21%	/	0%	9.2µM*	-9%	i	-8%	/
CS(=O)(=O)N1CCCC(C(=O)NCc2ccc(F)cc2)C1 (configuration not stated)	-0.1%	0%	?	12%	12%	0%	i	5%	-1%
CC1=C(C(=O)Nc2ccc(C)cc2C)C(c2ccccc2C)n2ncnc2N1 (configuration not stated)	0.3%	10%	/	7%	/	5%	i	8%	/
O=C(CSc1ccc(-c2cccs2)nn1)NCCc1ccccc1	3.1%	11%	?	3%	-3%	-36%	i	-18%	-2%

This is a subset. The share of hits here may be higher or lower than overall.
